Mito fusion act: mitochondrial division inhibition or fusion activation. S. cerevisiae fusion-defective mutant growth rescue, CellTiterGlo 48 h. Potency, µM (doses to about 46.1 µM), without a hit: at the highest dose growth rescue (activation), usual class: activators. actives 0.23% (n = 320,000). AID 485298;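 note: potency is the fitted concentration of half-maximal effect; % of control where 0% means no effect; nearly all actives have a fitted effect of over 45% in size; temperature-sensitive fusion mutants such as fzo1-1 at 37 °C on non-fermentable ethanol glycerol medium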
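Growth-rescue viability read-out: after 48 h at the non-permissive 37C in glycerol/ethanol YPEG, yeast mitochondrial fusion mutants are measured by CellTiterGlo luminescence; compounds (23 nl pinned per well) restoring growth score as division inhibitors or fusion activators.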
KCNH2 3.1 block: KCNH2 3.1 (human) potassium channel inhibition. actives 0.95% (n = 340,000). AID 720553. U2OS KCNH2 3.1, thallium flux FluxOr; hits give low values. activity change, % (tested at about 1.8 µM);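 active = maximum activity change below -70%; inconclusive = maximum activity change from -70% to -50%; inactive = maximum activity change above -50%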;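 note: thallium influx rate constant from kinetic fluorescence after stimulation buffer; % is set by controls: 0 for no effect and ±100 for the full control effect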
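U2OS cells transduced with KCNH2 3.1 mutant virus (1.77 x 10^8 /mL, 4 h), plated overnight at 37 C, loaded 45 min with FluxOr dye plus Red40 quencher. Thallium flux rate constant from kinetic reads after stimulation buffer, normalised to controls.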
PKM2 activator: activators of human pyruvate kinase M2. Potency, µM (series often up to 57.5 µM), without a hit: at the highest dose activation, usual class: activators. purified PKM2, Kinase-Glo ATP luminescence, activation; response scale: 0% is enzyme alone, no compound. actives 0.34% (n = 260,000). P14618; note: potency is the fitted concentration of half-maximal effect; % is set by controls: 0 for no effect and ±100 for the full control effect; nearly all actives have a fitted effect of over 55% in size
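Purified hPK-M2 (>95% pure) converted ADP (0.1 mM final) to ATP with 0.5 mM PEP in 50 mM imidazole pH7.2, KCl, MgCl2, Tween 20, BSA; 1 h at room temperature. ATP detected by Kinase-Glo luminescence.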
NPC1 promoter act: NPC1 promoter activation | Potency, µM (titrated, usually from 9.22 µM), inactives show top-dose activation, actives largely listed as activators | actives 2.4% (n = 320,000) | Huh7 NPC1 promoter luciferase reporter, 24 h;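 note: potency is the fitted concentration of half-maximal effect; % of control where 0% means no effect; nearly all actives have a fitted effect of over 60% in size; reporter is driven by a mutant NPC1 promoter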
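NPC1 promoter–luciferase Huh7 cells; 24 h compound; luminescence.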
Rab9 prom act: activators of Rab9 promoter | Huh7 Rab9 promoter-luciferase reporter, luminescence, 24 h | actives 2.8% (n = 320,000) | Potency, µM (series often up to 9.22 µM), for the others: top-dose activation, negative = inhibition, most hits filed as activators; note: potency is the fitted concentration of half-maximal effect; % of control where 0% means no effect; nearly all actives have a fitted effect of over 60% in size
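Using Huh7 cells stably transfected with Rab9 promoter–luciferase, compounds were incubated 24 h at 37 °C, 5% CO2; luciferase luminescence was read 10 min after reagent addition.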
ELG1 repair inh: inhibitors of ELG1-dependent DNA repair in HEK293T cells | HEK293T ELG1-luciferase reporter, luminescence, 16 h; DNA damage induced by 5-fluorouridine | Potency, µM (series often up to 46.1 µM), for inactives: at the highest dose activity change, negative = inhibition, actives largely listed as inhibitors | actives 2.3% (n = 330,000); note: potency is the fitted concentration of half-maximal effect; % is set by controls: 0 for no effect and ±100 for the full control effect; nearly all actives have a fitted effect of over 55% in size
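Luminescence from the luciferase reporter, measured 30 min after ONE-Glo reagent at room temperature, was the read-out. Beforehand, 2,000 cells per well were exposed for 16 hr at 37 °C to 5-fluorouridine together with compound or vehicle.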
Menin MLL FP TR: inhibitors of human menin-MLL interaction, mutant MLL peptide | O00255 | Menin + Texas Red MLL mutant peptide, fluorescence polarization | Potency, µM (titrated, usually from 61.6 µM), inactives show at the top dose FP activity change, negative = inhibition, hits mostly inhibitors | actives 0.23% (n = 270,000) | AID 1768; active = well fitted inhibition curve with a large enough effect in the polarisation, with a control signal flat, not every such curve was filed as active; inconclusive = small, poorly fitted or top-dose-only effect, or effect the other way, or a change in a side signal; inactive = no such curve, though single readings can be large or run the other way; the % refers to the polarisation; note: potency is the fitted concentration of half-maximal effect; % of control where 0% means no effect; many of its hits are not listed in these tables
Target sequence (O00255 whole entry, looked up): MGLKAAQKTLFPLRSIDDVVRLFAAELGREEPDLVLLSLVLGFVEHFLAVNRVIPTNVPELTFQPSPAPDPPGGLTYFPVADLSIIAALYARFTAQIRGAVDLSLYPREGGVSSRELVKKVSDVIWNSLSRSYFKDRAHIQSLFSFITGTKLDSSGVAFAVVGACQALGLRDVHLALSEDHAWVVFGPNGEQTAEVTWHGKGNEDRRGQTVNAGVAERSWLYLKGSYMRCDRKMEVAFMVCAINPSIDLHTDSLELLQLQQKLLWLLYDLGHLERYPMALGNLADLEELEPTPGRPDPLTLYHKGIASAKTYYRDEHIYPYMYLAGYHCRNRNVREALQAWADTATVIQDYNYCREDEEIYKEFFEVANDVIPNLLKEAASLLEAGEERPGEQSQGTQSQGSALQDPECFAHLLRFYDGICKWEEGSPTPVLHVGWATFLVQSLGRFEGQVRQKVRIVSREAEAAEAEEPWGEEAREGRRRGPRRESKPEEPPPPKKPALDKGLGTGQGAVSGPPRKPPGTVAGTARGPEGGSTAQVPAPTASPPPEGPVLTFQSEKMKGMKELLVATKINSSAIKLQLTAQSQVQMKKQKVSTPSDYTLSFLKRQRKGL
FLuc counter: firefly luciferase modulation, counter-screen for miR-21 project; P08659; purified FLuc, Km substrates, luminescence inhibition; Potency, µM (highest dose often 57.5 µM), without a hit: at the top dose activity change, negative = inhibition, usual class: inhibitors; actives 6.9% (n = 360,000);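 note: potency is the fitted concentration of half-maximal effect; plate controls were vehicle for no effect and reference inhibitor for full effect; nearly all actives have a fitted effect of over 55% in size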
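Purified P. pyralis luciferase, 10 nM final, with Km-level 10 uM D-luciferin and 10 uM ATP in 50 mM Tris acetate pH 7.5, 10 mM Mg acetate, 0.01% Tween-20, 0.05% BSA; 6-point qHTS titration about 60 µM downward; luminescence read.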
MBNL1 CUG block: MBNL1-poly(CUG) RNA binding inhibition; Potency, µM (titrated, usually from 57.5 µM), for inactives: top-dose activity change, negative = inhibition, most hits filed as inhibitors; Q9NR56; AID 2675; actives 0.036% (n = 280,000); TR-FRET MBNL1-His/biotin-(CUG)12 binding, 665/545 ratio; active = well fitted inhibition curve with a large enough effect in the signal ratio, with a control signal flat, not every such curve was filed as active; inconclusive = small, poorly fitted or top-dose-only effect, or effect the other way, or a change in a side signal; inactive = no such curve, though single readings can be large or run the other way; the % refers to the signal ratio; note: potency is the fitted concentration of half-maximal effect; % is set by controls: 0 for no effect and ±100 for the full control effect
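His-tagged MBNL1 binding to biotinylated (CUG)12 RNA was measured by TR-FRET using terbium anti-His antibody (0.055 ng/ul final) and streptavidin-XL665 (5 nM final). Compounds were titrated 92 nM to 58 uM; 60 min at room temperature.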
RORgamma inh: blocks mouse ROR gamma transcriptional activity; Drosophila S2 Gal4-RORgamma UAS-luciferase reporter, 20 h; AID 2551; Potency, µM (series often up to 53.6 µM), without a hit: at the top dose activity change, negative = inhibition, usual class: inhibitors; actives 5.4% (n = 310,000); note: potency is the fitted concentration of half-maximal effect; % is set by controls: 0 for no effect and ±100 for the full control effect; nearly all actives have a fitted effect of over 60% in size
Target sequence (P51450 whole entry, looked up, the tested form may be a part): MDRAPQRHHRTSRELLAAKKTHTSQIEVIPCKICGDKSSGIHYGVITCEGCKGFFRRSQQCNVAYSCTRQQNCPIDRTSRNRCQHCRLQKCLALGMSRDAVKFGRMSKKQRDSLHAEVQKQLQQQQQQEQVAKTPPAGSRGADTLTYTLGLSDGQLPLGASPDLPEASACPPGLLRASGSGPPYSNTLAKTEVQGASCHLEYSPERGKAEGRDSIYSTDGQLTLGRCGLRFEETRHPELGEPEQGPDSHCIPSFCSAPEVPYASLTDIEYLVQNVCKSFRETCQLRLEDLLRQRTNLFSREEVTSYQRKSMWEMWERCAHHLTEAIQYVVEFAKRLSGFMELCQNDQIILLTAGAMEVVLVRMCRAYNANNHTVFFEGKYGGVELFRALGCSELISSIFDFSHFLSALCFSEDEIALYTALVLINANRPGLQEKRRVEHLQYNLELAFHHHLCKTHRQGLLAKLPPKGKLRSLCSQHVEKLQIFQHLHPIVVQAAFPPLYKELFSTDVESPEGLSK
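Drosophila S2 cells stably expressing Gal4-DBD/mouse RORγ fusion under metallothionein promoter plus UAS-luciferase; compound 1 h, then 700 uM CuSO4 induction for 20 h at ambient temperature; inhibition read as reduced luminescence.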
Gal4-VP16 FLuc: counter-screen for ROR gamma inhibitors: Gal4-VP16 reporter. Drosophila S2 Gal4-VP16 UAS-luciferase, luminescence, 20 h. Potency, µM (highest dose often 53.6 µM), inactives show top-dose activity, negative = inhibition, most hits filed as inhibitors. actives 3.5% (n = 310,000);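 note: Gal4-VP16 expression switched on by copper sulfate through the metallothionein promoter; potency is the fitted concentration of half-maximal effect; % is set by controls: 0 for no effect and ±100 for the full control effect; nearly all actives have a fitted effect of over 50% in size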
* hit, by the source's call; ? = inconclusive; . = no result given; [ ] = another dose, or the depositor's remark. Unless noted, calls come from the whole dose curve; as a rule, active = well fitted curve in the direction sought with a large enough effect; inconclusive = small, poorly fitted or top-dose-only effect, or another doubt; inactive = no such curve, though single readings can be large; an effect the other way counts as inactive or inconclusive. This is a subset; the hit share may differ from the screen's.

SMILES	Mito fusion act	KCNH2 3.1 block	PKM2 activator	NPC1 promoter act	Rab9 prom act	ELG1 repair inh	Menin MLL FP TR	FLuc counter	MBNL1 CUG block	RORgamma inh	Gal4-VP16 FLuc
O=C(COc1ccccc1[N+](=O)[O-])NC1CC1	-8.3%	1.6	4.1%	0.1%	-12.1%	?	-8.6%	0.7%	4.6%	0.6%	-4.3%
COC(=O)/C(=C/c1ccco1)NC(=O)c1ccc(Br)o1	2.1%	-9.7	-22.6%	1.6%	-0.2%	2.2%	-9.2%	-3.5%	15.7%	35.7%	-12.8%
CC(=O)NCC(=O)OCC(=O)c1ccc(Br)cc1	-4.6%	14.4	-0.9%	-0.1%	-7.2%	1.9%	-2.3%	3.7%	.	-8.2%	-6.5%
Cc1nn(Cc2ccccc2)c(C)c1CNC(=O)CN=C1NS(=O)(=O)c2ccccc21	-6.5%	1.9	.	-6.4%	-7.7%	-0.7%	.	-0.4%	.	.	.
O=C(COC(=O)CC1CCCC1)Nc1cc2c(cc1Cl)C(=O)c1ccccc1C2=O	-1.0%	22.3	4.3%	3.55µM*	6.31µM*	?	?	13.5µM*	?	-36.7%	?
O=[N+]([O-])c1ccc(N=Nc2c(O)[nH]c3ccc(F)cc23)cc1	-29.8%	-7.9	.	2.82µM*	?	?	?	-22.9%	10.5%	-7.8%	-20.4%
CCCCc1nc2sc3c(c2c(=O)n1NC(=O)c1ccco1)CC(C)(C)OC3	5.2%	14.4	-1.0%	8.9%	-4.5%	?	.	2.7%	-2.4%	8.3%	-7.3%
COC(=O)c1cn(NC(=O)Cc2ccccc2OC)c(=O)c2ccccc12	-0.6%	-15.5	-1.5%	-2.6%	1.6%	-13.1%	0.6%	-2.7%	-3.2%	22.0%	5.4%
COc1cc(OC)cc(C(=O)Nc2cccc(-c3ccc4nncn4n3)c2)c1	5.3%	.	-2.2%	-7.0%	-9.0%	-17.8%	4.4%	0.0%	7.9%	0.9%	0.9%
CCN(Cc1nc2cc(Cl)ccc2c(=O)[nH]1)C(=O)c1cc2c(s1)CCCCC2	2.7%	-1.2	.	-1.4%	-4.5%	2.7%	.	?	.	.	.
BrC(/C=N/N1CCN(Cc2ccccc2)CC1)=C/c1ccccc1	-6.3%	23.0	6.0%	-2.1%	-4.4%	?	.	-23.0%	-13.0%	1.8%	-2.4%
O=C(CN1C(=O)COc2ccccc21)N1CCN(c2ccccc2F)CC1	8.2%	2.0	1.0%	-3.8%	-4.1%	-16.0%	18.7%	1.0%	-12.5%	22.4%	5.6%
CC(C(=O)Nc1cccnc1)n1cc([N+](=O)[O-])cn1 (stereo not given)	-9.0%	-1.8	0.3%	-3.1%	-2.4%	0.2%	2.8%	-1.1%	.	4.0%	-1.3%
COc1ccc(Br)cc1S(=O)(=O)n1c([N+](=O)[O-])cnc1C	1.6%	-7.3	-1.7%	-2.9%	-1.9%	-4.7%	-8.6%	1.5%	-1.7%	-6.5%	0.3%
COCCn1c(=O)[nH]c2cc(C(=O)NCC3CCCO3)ccc2c1=O (stereo not given)	2.8%	8.4	-4.7%	0.1%	-1.8%	-17.9%	12.9%	-0.2%	-0.1%	-4.3%	0.2%
CCCCOc1ccc(CN2CCC(O)CC2)cc1	-2.4%	4.6	-5.9%	21.1%	?	?	?	?	-5.4%	3.6%	-11.0%
CCN(CC)S(=O)(=O)c1ccccc1/C=N\O	3.6%	5.8	-1.2%	-1.9%	2.4%	?	21.1%	-8.0%	-2.1%	?	0.2%
COc1ccc(NC(=O)C(=O)c2cn(CC(=O)N3CCOCC3)c3ccccc23)cc1OC	-0.6%	8.0	.	-0.4%	-0.7%	-5.2%	.	?	?	0.7%	-3.0%
NC(=O)[C@@H]1CCCNc2c(F)cc([N+](=O)[O-])cc2C(=O)N[C@@H](CCC(=O)O)C(=O)N[C@@H](CO)C(=O)N1	-0.1%	-4.4	-5.5%	1.0%	-1.3%	5.5%	7.4%	2.3%	?	-5.1%	-7.8%
CCOc1ccc(-c2noc(CCCC(=O)NC3CCCCC3)n2)cc1OC	-14.2%	3.3	-1.5%	-2.2%	0.9%	1.7%	?	3.3%	0.8%	2.9%	-12.9%
O=C1c2ccccc2C(=O)N1CCc1csc(-c2cccc(Cl)c2)n1	-1.1%	0.3	-0.4%	0.3%	-6.6%	-21.7%	9.5%	0.5%	9.0%	-6.0%	-4.7%[0.365 µM]
O=C(CSc1nnc(CCCOc2ccc(Cl)cc2Cl)o1)Nc1ccc(C(=O)O)cc1	-7.0%	5.4	-1.3%	0.7%	-5.7%	14.0%	3.9%	5.36µM*	.	25.1%	-7.0%
Cc1cc(C(=O)CN2C(=O)NC(C)(c3ccccc3)C2=O)c(C)n1CC1CCCO1 (stereo not given)	-0.1%	2.8	3.7%	10.3%	1.5%	21.7%	-6.6%	16.9µM*	-0.4%	?	24.4%
Cc1nc2ccccn2c1C(=O)NNC(=S)Nc1ccccc1	-0.3%	7.9	-12.0%	9.6%	-2.4%	13.0%	.	-8.0%	-13.4%	-22.2%	2.9%
COc1ccc(NC(=O)C2CCCN2S(=O)(=O)c2ccc(Cl)cc2)cc1 (stereo not given)	5.0%	-0.6	-3.3%	-3.0%	0.5%	7.4%	-1.2%	-1.1%	-4.0%	19.6%	9.8%
SMILES	Mito fusion act	KCNH2 3.1 block	PKM2 activator	NPC1 promoter act	Rab9 prom act	ELG1 repair inh	Menin MLL FP TR	FLuc counter	MBNL1 CUG block	RORgamma inh	Gal4-VP16 FLuc
CCCc1cc(=O)oc2cc(C)cc(OCC(=O)N3CCC(C(=O)O)CC3)c12	-1.3%	-18.1	0.5%	2.0%	-6.7%	0.8%	-9.8%	1.1%	6.3%	13.0%	-3.1%
CCn1c(SCC(=O)c2cc(C)ccc2C)nc2cc(S(=O)(=O)N3CCOCC3)ccc21	19.0%	18.8	-0.3%	-0.6%	-5.2%	?	-0.6%	2.5%	.	28.0%	0.7%
O=C(O)c1ccc(NS(=O)(=O)c2cc(C(=O)O)ccc2Br)cc1	-0.1%	7.4	-1.6%	-1.0%	-6.6%	7.1%	6.7%	-0.5%	-11.1%	-7.5%	-3.6%
CCOC(=O)COc1cc(OCC(=O)OCC)c2c(=O)cc(-c3ccccc3)oc2c1	0.6%	-0.7	-0.1%	-1.7%	-3.2%	-18.4%	-29.4%	?	4.1%	15.8%	-9.5%
COc1cc(NS(=O)(=O)c2ccc(NC(=S)NC(=O)c3ccco3)cc2)nc(OC)n1	3.4%	28.0	-3.1%	-2.6%	0.1%	10.8%	.	-0.9%	-9.5%	-2.8%	9.8%
Cn1ccnc1CC(O)(c1ccccc1)c1ccccc1	-3.5%	11.2	-2.3%	-0.4%	-5.6%	-2.4%	?	2.0%	1.2%	-33.6%	1.7%
O=C(NCc1ccccc1Cl)C1CCCN(S(=O)(=O)c2cnc[nH]2)C1 (stereo not given)	0.6%	13.4	-12.5%	0.6%	-4.7%	1.4%	0.8%	-1.1%	2.2%	2.0%	0.8%
O=C(NC(Cc1ccccc1)C(=O)O)OCC1c2ccccc2-c2ccccc21 (stereo not given)	13.2%	4.0	.	-4.0%	0.3%	0.7%	54.7%[activator]	?	0.4%	8.5%	-8.8%
CNS(=O)(=O)c1cc(C(=O)OCC(=O)NC2CCCc3ccccc32)ccc1Cl (stereo not given)	-6.2%	22.7	6.3%	-6.0%	-3.6%	2.3%	-3.5%	0.9%	.	-2.8%	-2.5%
Cc1cccc(Cl)c1NC(=O)N1CCCN(c2ncccc2[N+](=O)[O-])CC1	11.8%	-3.0	1.0%	-5.6%	0.5%	-13.0%	.	1.1%	17.9%	-0.3%	6.6%
CC(C)NS(=O)(=O)c1ccc(OCC(=O)N2CCN(c3ccccc3)CC2)cc1	3.4%	2.2	-33.2%	-1.2%	0.0%	-7.1%	11.4%	-1.0%	-8.4%	18.0%	-11.1%

Screening results from PubChem BioAssay.
